aDG glyco up – alpha-DG glycosylation activation. AID 624168. actives 0.22% (n = 360,000). Pro5-aDG cells, alpha-DG glycosylation AlphaScreen (IIH6); 0% Pro5, 100% B10-LARGE cell signal. activation, % at 10 µM;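 active = activation of at least 8% versus controls, or a plate z-score of at least 8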;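 note: Pro5 are CHO cells carrying HIG-tagged alpha-DG that lacks glycosylation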
H9c2 protect – myocardial damage modulation in H9c2 cells | H9c2 cardiomyocytes, H2O2 injury protection, ATPLite, 2 h | protection from H2O2 cell death, % at 20 µM | actives 0.63% (n = 360,000) | AID 588492;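 active = compounds giving at least 50% protection of heart cells from peroxide-induced death in the single-dose screen, raw or plate-pattern-corrected value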;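 note: 0% = DMSO wells with peroxide and 100% = DMSO wells without peroxide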
HTR2A ag – agonists of mouse serotonin 5-HT2A receptor (HTR2A); P35363; CHO-K1 mHTR2A beta-arrestin complementation, luminescence; percent of 30 µM serotonin response; activation, % at 7.6 µM; actives 0.66% (n = 360,000); AID 624169;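 active = activation above a run cutoff, the mean activation of all tested compounds plus 3 SD, cut at about 14% in these data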;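 note: 0% = plate median of compound wells and 100% = 30 µM serotonin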
Target sequence (P35363 whole entry, looked up): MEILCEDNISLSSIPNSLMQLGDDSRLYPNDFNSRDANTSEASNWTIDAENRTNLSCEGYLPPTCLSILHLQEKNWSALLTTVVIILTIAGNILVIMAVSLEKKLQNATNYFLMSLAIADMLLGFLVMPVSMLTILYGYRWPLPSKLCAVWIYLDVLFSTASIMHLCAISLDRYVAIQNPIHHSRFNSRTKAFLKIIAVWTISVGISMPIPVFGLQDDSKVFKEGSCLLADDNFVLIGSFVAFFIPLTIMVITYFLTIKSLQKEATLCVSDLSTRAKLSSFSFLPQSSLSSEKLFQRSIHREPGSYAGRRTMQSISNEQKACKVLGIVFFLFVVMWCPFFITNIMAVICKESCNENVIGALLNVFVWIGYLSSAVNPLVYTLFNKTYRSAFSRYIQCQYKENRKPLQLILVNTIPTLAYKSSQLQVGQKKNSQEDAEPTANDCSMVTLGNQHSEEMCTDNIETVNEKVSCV
MC4R barr agon – agonists of human melanocortin 4 receptor (MC4R) beta-arrestin; U2OS MC4R beta-arrestin complementation, luminescence; percent of melanotan II response, DMSO zero; activation, % at 8.9 µM; actives 0.98% (n = 360,000);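 active = activation above a per-plate cutoff, the mean activation of sample wells on that plate plus 3 SD, cut at about 8% in these data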
Target sequence (P32245 whole entry, looked up): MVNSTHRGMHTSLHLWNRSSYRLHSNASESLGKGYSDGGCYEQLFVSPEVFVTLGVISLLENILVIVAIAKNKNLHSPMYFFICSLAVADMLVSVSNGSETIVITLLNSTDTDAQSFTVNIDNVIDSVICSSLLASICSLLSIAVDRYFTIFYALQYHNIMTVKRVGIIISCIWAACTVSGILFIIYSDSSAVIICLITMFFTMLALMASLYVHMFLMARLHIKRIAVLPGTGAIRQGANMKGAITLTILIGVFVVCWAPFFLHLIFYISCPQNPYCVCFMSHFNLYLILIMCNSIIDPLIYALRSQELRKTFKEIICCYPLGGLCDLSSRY
Exocytosis inh – lytic granule exocytosis inhibition. TALL-104 LAMP-1 surface exposure, flow cytometry; cells stimulated with thapsigargin and PMA. inhibition, % at 10 µM. actives 0.66% (n = 360,000). AID 651702;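 active = inhibition above about 55%, limit read from the data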
MC4R antagonist – antagonists of human melanocortin 4 receptor (MC4R); actives 0.48% (n = 360,000); MC4R-expressing cells, MTII-stimulated cAMP, LANCE TR-FRET; inhibition, % at 6.5 µM; P32245;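 active = inhibition above its plate's cutoff, the mean of tested wells on that plate plus 3 SD, cut at about 29% in these data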;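 note: 0% = Melanotan II alone and 100% = Melanotan II plus saturating MCL0020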
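system = U2OS cells with stable human MC4R expression | also added = Melanotan II challenge after compound preincubation | dosing = one concentration, 6.5 µM nominal | incubation = compound 30 min, challenge 1 h, detection 1 h | measured by = TR-FRET with Eu-cAMP and labeled anti-cAMP, 671 nm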
hiPSC survival – increases survival of single human iPS cells; actives 0.044% (n = 360,000); hiPSC single-cell survival, ATPlite luminescence; 100% = ROCK inhibitor wells, 0% = DMSO; AID 602274; survival enhancement, % at 20 µM; in the data active = survival enhancement above about 18%;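 note: cells exposed to compounds for 16 hours before the ATP read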
ABHD5-PLIN5 inh – ABHD5-PLIN5 protein interaction inhibition; Split G. princeps luciferase complementation, luminescence, 4 h; AID 602281; Q00G26+Q8WTS1; inhibition, % at 4 µM; actives 0.78% (n = 360,000);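 active = inhibition above the mean inhibition across every tested compound plus 3 SD, cut at about 22% in these data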;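 note: 0% = DMSO only wells and the 100% control is not disclosed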
Glyco luc inh – N-linked glycosylation inhibition; D54 ERlucT glycosylation luciferase reporter, 24 h; percent of 100 nM tunicamycin response; actives 0.23% (n = 360,000); reporter increase, % at 12.5 µM; AID 588692;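 active = mean luciferase reporter signal, scaled so untreated is 0 and the glycosylation-blocking control 100, at or above a set limit in every replicate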;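 note: luciferase carries N-glycosylation sites so blocking glycosylation raises the light; 0% = median of neutral control wells and 100% = median of 100 nM tunicamycin wells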
ABCB6 inh 2 – inhibitors of human ABC transporter ABCB6. fluorescence ratio to DMSO, % at 10 µM. actives 0.19% (n = 360,000). Q9NP58. K562-ABCB6 porphyrin accumulation, flow cytometry, 1 h; active compounds read low;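 active = fluorescence ratio to DMSO below 75%, the collection mean minus 3 SD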;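 note: signal is porphyrin accumulated inside mitochondria; 100% equals median channel fluorescence of DMSO control wells; lower ratio means ABCB6 inhibition with less porphyrin fluorescence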
Numbers without * were called inactive; . = no result given.

mol | aDG glyco up | H9c2 protect | HTR2A ag | MC4R barr agon | Exocytosis inh | MC4R antagonist | hiPSC survival | ABHD5-PLIN5 inh | Glyco luc inh | ABCB6 inh 2
COc1ccc(-n2c(CN3CCN(C)CC3)nc3ccc([N+](=O)[O-])cc3c2=O)c(OC)c1 | 0.0 | 6 | -1 | -2.1 | 2 | -1 | -0.6 | 3 | 0 | 97
O=C(CNC(=S)N(CCCN1CCOCC1)Cc1cccs1)NC1CCCC1 | -0.4 | -2 | -2 | -1.8 | -3 | -2 | 1.0 | -3 | -1 | 89
Cc1cccc(Cn2c(SCCN3CCCCC3)nc3c2c(=O)[nH]c(=O)n3C)c1 | 0.0 | 15 | -6 | 1.2 | 0 | -5 | -1.0 | -2 | 1 | 92
CC(=O)Nc1ccc2nc(SCC(=O)O)sc2c1 | -0.1 | -7 | 4 | -1.3 | 20 | -3 | 5.9 | 4 | 2 | 91
COc1cc(CNc2nc3ccccc3n2Cc2ccccc2)ccc1O | 0.3 | 0 | 2 | -0.9 | -3 | 7 | -0.1 | -2 | -1 | 92
COc1ccccc1Cn1nc(C(=O)O)c2ccccc2c1=O | -0.1 | 34 | -2 | -1.0 | -1 | -6 | 1.8 | 0 | -1 | 166
Cc1c(C(=O)NC(c2ccccn2)C(F)(F)F)oc2c(F)cccc12 (stereo not drawn) | 0.5 | 0 | 1 | -2.2 | 0 | -5 | 0.0 | -4 | 1 | 99
Cc1ccc(C2=NN(S(=O)(=O)c3ccccc3)C(c3ccco3)C2)cc1 (stereo not drawn) | 0.3 | -13 | -3 | -4.4 | -2 | 1 | 0.1 | 7 | -2 | 87
CCN1C(=O)C(O)(CC(=O)c2ccccn2)c2ccccc21 (stereo not drawn) | 0.0 | 1 | -1 | -1.0 | -3 | -2 | -0.1 | -8 | 2 | 81
COc1ccc(-c2csc(Nc3ccc(S(=O)(=O)Nc4cc(C)on4)cc3)n2)cc1C | 0.1 | -5 | 6 | 0.7 | 7 | 18 | -1.6 | -4 | 0 | 97
O=C(Nc1ccc2c(c1)OCO2)O[C@@H]1C[C@H]2CCCC(=O)N3CC[C@@H](C1)[C@@H]23 | 0.2 | 10 | 0 | -2.4 | -4 | 2 | -2.8 | -3 | 0 | 99
Cc1cc(CN(C)C(=O)c2cc(COc3ccc(F)cc3Cl)on2)n[nH]1 | 0.0 | -6 | -6 | -0.3 | -8 | 0 | 3.5 | -1 | 2 | 103
Cc1cc(C)n(C2CCCCC2OC(=O)c2ccccc2F)n1 (stereo not drawn) | 0.1 | -4 | -5 | -1.0 | 0 | -1 | 2.7 | -8 | 3 | 98
O=C(O)COCC(=O)Nc1ccc2c(c1)oc1ccccc12 | -0.1 | 5 | 6 | 0.5 | -9 | -2 | 1.2 | 2 | 1 | 98
CN(C)C(=O)/C(=C/c1ccc(-c2cccc([N+](=O)[O-])c2)o1)NC(=O)c1ccccc1 | 0.0 | 9 | -3 | -0.3 | 0 | -2 | -0.3 | 0 | -2 | 95
CCc1nnc(NC(=O)CSc2nc3cc(OC)c(OC)cc3cc2C)s1 | 0.7 | 7 | 3 | -2.4 | 0 | -1 | 2.8 | 12 | 1 | 102
CCOC(=O)/C(C#N)=C/Nc1ccccc1NS(=O)(=O)c1ccc2c(c1)OCCO2 | 0.2 | 10 | 2 | -1.5 | -2 | 4 | 3.2 | -1 | 0 | 100
Cc1nc2ccc(S(=O)(=O)NC(C(=O)N3CCn4c3nc3ccccc34)C(C)C)cc2s1 (stereo not drawn) | 0.0 | -1 | -2 | -0.1 | -3 | -4 | 0.2 | 0 | 1 | 105
Cc1ccc(NC(=O)c2ccccc2-c2cc(C)no2)cc1 | 0.2 | -3 | 1 | -1.6 | -2 | 15 | 1.1 | -3 | 2 | 97
O=C(CCNC(=O)c1ccc(Cl)cc1)Nc1ccc(S(=O)(=O)N2CCCCC2)cc1 | -0.1 | 1 | -2 | -4.9 | -3 | 1 | 0.7 | -1 | 1 | 94
COc1ccccc1NC(=O)CCc1nc(-c2ccccc2F)no1 | 0.1 | 2 | 6 | -2.0 | -7 | -5 | -0.6 | 0 | 1 | 102
Nc1n[nH]c(-c2ccccc2[N+](=O)[O-])n1 | -0.2 | 6 | 3 | -3.0 | -6 | 0 | -0.8 | 2 | 1 | 93
CS(=O)(=O)N(CC(=O)Nc1ccc(S(=O)(=O)N2CCOCC2)cc1)c1ccccc1Cl | 0.0 | -5 | -4 | 0.1 | -5 | 3 | 0.7 | 6 | -2 | 98
CSc1nc2c(c(=O)[nH]1)C(c1cccc(Cl)c1)CC(=O)N2 (stereo not drawn) | -0.3 | 5 | 4 | 0.3 | 7 | 3 | 2.2 | 1 | 0 | 97
CCOc1ccccc1NC(=S)NC(=O)CCCOc1ccc(Cl)cc1Cl | 0.0 | -13 | 8 | -0.2 | 1 | 5 | -1.8 | 10 | 2 | 100
COCCN(C(=O)c1cc(-c2ccncc2)nc2ccccc12)c1c(N)n(CC(C)C)c(=O)[nH]c1=O | -0.2 | 5 | 8 | -0.2 | -3 | -6 | -0.1 | 1 | 0 | 101
COC(=O)c1ccc(CN2CCCC(CO)(Cc3ccc(F)cc3F)C2)cc1 (stereo not drawn) | 0.0 | -7 | -5 | -0.8 | -1 | 3 | 1.3 | -2 | -1 | 106
COC(C[C@@H](O)C[C@H](O)COCc1ccccc1)OC | 0.0 | 1 | -1 | -1.0 | 0 | 0 | -1.0 | 5 | 0 | 104
COc1ccc(CCC(C)NC(=O)Cc2ccc(OC)c(OC)c2)c(OC)c1 (stereo not drawn) | 0.0 | -7 | 6 | -1.3 | 11 | -1 | 0.2 | 3 | -2 | 95
COc1ccc(Cl)cc1C(=O)Nn1c(-c2cccs2)nc2ccccc2c1=O | -0.3 | 3 | 3 | -1.8 | 0 | 20 | 0.6 | -7 | 11 | 92
Cc1cccc(Oc2c(C=O)c3ccccc3n2C)c1 | 0.2 | -10 | -1 | -0.4 | -2 | 3 | 0.7 | 3 | -2 | 99
CCOc1ccc(C(=O)Nc2ccc(S(=O)(=O)NCC3CCCO3)cc2)cc1OCC (stereo not drawn) | 0.3 | -3 | -3 | -3.7 | 1 | 1 | 0.4 | 2 | 3 | 96
C[C@H](c1ccccc1)N1C[C@@H](COCc2ccccc2)Oc2cc(N3CC[C@H](O)C3)ccc2S1(=O)=O | 0.3 | . | -5 | . | 4 | . | -0.3 | -3 | . | 96
CC1=NN(C(=O)Cc2ccc([N+](=O)[O-])cc2)C(O)(c2cccnc2)C1 (stereo not drawn) | -0.2 | -1 | -2 | -2.8 | 3 | -1 | -2.6 | -1 | -1 | 98
CCOc1ccc(NC(=O)CC2C(=O)N(C)C(=S)N2Cc2ccco2)cc1 (stereo not drawn) | -0.2 | 3 | -1 | 1.5 | -3 | 5 | 1.1 | -5 | 0 | 97
Cc1cc(NC(=O)c2cc(C3CC3)on2)no1 | -0.2 | 1 | 6 | -0.9 | -2 | 10 | 1.2 | 7 | 0 | 99

Next part; it opens with the four that closed the last part.
mol | aDG glyco up | H9c2 protect | HTR2A ag | MC4R barr agon | Exocytosis inh | MC4R antagonist | hiPSC survival | ABHD5-PLIN5 inh | Glyco luc inh | ABCB6 inh 2
C[C@H](c1ccccc1)N1C[C@@H](COCc2ccccc2)Oc2cc(N3CC[C@H](O)C3)ccc2S1(=O)=O | 0.3 | . | -5 | . | 4 | . | -0.3 | -3 | . | 96
CC1=NN(C(=O)Cc2ccc([N+](=O)[O-])cc2)C(O)(c2cccnc2)C1 (stereo not drawn) | -0.2 | -1 | -2 | -2.8 | 3 | -1 | -2.6 | -1 | -1 | 98
CCOc1ccc(NC(=O)CC2C(=O)N(C)C(=S)N2Cc2ccco2)cc1 (stereo not drawn) | -0.2 | 3 | -1 | 1.5 | -3 | 5 | 1.1 | -5 | 0 | 97
Cc1cc(NC(=O)c2cc(C3CC3)on2)no1 | -0.2 | 1 | 6 | -0.9 | -2 | 10 | 1.2 | 7 | 0 | 99
Cc1ccc(-c2nnc(SCC#CCOC(=O)c3ccco3)o2)cc1 | 0.2 | -7 | 0 | -2.1 | 3 | -4 | -0.2 | -4 | 0 | 98
CCOC(=O)c1[nH]c(C)c(CN(Cc2ccco2)C(=O)C(F)(F)F)c1C | 0.0 | 3 | -5 | 0.1 | 0 | 2 | -0.2 | -9 | -2 | 88
Cc1[nH]c2ccccc2c1/C=N/NC(=O)CNC(=O)c1ccccc1 | 0.2 | 6 | -2 | -2.9 | -8 | -7 | -0.5 | 0 | 3 | 100
CC(C)CC(C)N1CCC(n2nccc2NC(=O)CCc2ccccc2)CC1 (stereo not drawn) | -0.1 | -2 | -2 | -0.6 | -2 | 2 | -0.6 | -8 | -2 | 100
N#CCc1ccc(OC(=O)c2cccnc2Cl)cc1 | 0.1 | -4 | -2 | -2.5 | -4 | 3 | -0.5 | -8 | -2 | 97
O=C(C1COc2ccccc2O1)N1CCN(c2ccc(C(F)(F)F)cn2)CC1 (stereo not drawn) | 0.1 | -10 | 7 | 1.1 | -1 | -2 | -0.5 | -5 | -3 | 96
CC(C)(C)c1ccc(C(=O)NCC(=O)OCC(=O)N2CCCC2)cc1 | 0.0 | -3 | 5 | -1.5 | 1 | 5 | 0.4 | 0 | 2 | 96
CNS(=O)(=O)c1cccc(C(=O)OCC(=O)N2c3ccccc3CC2C)c1 (stereo not drawn) | -0.3 | -5 | 0 | 0.1 | -2 | 0 | 2.4 | 4 | 1 | 92
CCN(CC)S(=O)(=O)c1ccc(C2=NOC3(C2)N(C)c2ccccc2C3(C)C)cc1 (stereo not drawn) | 0.6 | -4 | -1 | -3.6 | -2 | 2 | 0.6 | -5 | -12 | 95
CCOc1ccccc1NC(=O)C1Cc2ccccc2CN1S(C)(=O)=O (stereo not drawn) | 0.1 | 0 | -4 | -1.8 | 0 | 3 | -2.1 | -3 | 0 | 97
O=C(COc1ccc2c3c(c(=O)oc2c1)CCC3)N[C@@H](CSCc1ccccc1)C(=O)O | -0.1 | 1 | -1 | -1.8 | -1 | 8 | -1.2 | -7 | 0 | 104
COc1ccc(C2=NS(=O)(=O)N(C)C(C(=O)N3C(C)CCCC3C)=C2)cc1 (stereo not drawn) | -0.1 | -9 | -6 | -1.0 | 1 | 0 | -1.6 | -3 | 3 | 97
CCS(=O)(=O)c1cc([N+](=O)[O-])c(Sc2ccccc2N)s1 | -0.1 | 6 | -3 | -1.6 | -5 | 3 | -0.2 | -23 | -8 | 105
Cc1ccc(SC[C@H](c2ccccc2)N2CCN(CC(C)C)CCC2=O)cc1 | 0.1 | -16 | -2 | 0.2 | 2 | 4 | -2.2 | -3 | -2 | 100
